# tim23-1 inh = growth inhibitors of tim23-1 mutant yeast, primary screen, luminescence, uHTS | S. cerevisiae tim23-1 growth, BacTiter-Glo luminescence, 24 h | inhibition, % at 20 µM | hit rate 1.3% among 330,000;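 active = growth inhibition of the mutant yeast at or above 50%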;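 note: temperature-sensitive mutant grown at 25 °C; plate controls were DMSO-treated mutant yeast for no effect and medium wells lacking yeast for full effect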
# APJ agonist = agonists of human apelin receptor APJ, primary screen, CHO-K1 cells, PathHunter beta-arrestin, luminescence | P35414 | AID 2520, 2010 | 0% DMSO wells, 100% apelin | activation, % at 20 µM | hit rate 0.11% among 330,000;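 active = activation more than six SD over the plate average, tested at 20 µM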;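 note: 0% = DMSO alone and 100% = apelin-13 at 10 nM; some results filed as inactive read as strong as hits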
# Target sequence (P35414 whole entry, looked up): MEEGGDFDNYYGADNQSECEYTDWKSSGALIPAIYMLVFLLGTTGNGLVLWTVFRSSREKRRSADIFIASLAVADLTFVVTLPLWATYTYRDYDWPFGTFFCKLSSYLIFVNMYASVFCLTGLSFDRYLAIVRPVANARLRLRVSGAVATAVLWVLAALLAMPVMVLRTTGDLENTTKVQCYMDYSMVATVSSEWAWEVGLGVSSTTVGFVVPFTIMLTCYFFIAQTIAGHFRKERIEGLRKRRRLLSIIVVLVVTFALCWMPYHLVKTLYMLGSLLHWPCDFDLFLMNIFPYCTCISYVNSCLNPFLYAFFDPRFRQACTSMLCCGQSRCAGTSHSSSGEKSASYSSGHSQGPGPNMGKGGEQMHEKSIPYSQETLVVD
#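 Assay system: CHO-K1 cells stably expressing ProLink-tagged human APJ and arrestin–beta-gal acceptor. Compound dosing: 20 µM single point, 1% DMSO. Times: 16-18 h seeding, 90 min dark compound exposure, 60 min detection. Detection: beta-gal luminescence. Evaluation: APJ–arrestin association signal. Controls: negative DMSO alone, positive Apelin-13 at 10 nM.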
# NR3A LBD binder = binders of NR3A ligand-binding domain, primary screen, biophysical, differential scanning fluorimetry, uHTS. Glutamate receptor ionotropic, NMDA 3A (GRIN3A) ligand-binding domain. NR3A LBD differential scanning fluorimetry, Tm shift; 0% = protein alone, 100% = glycine-bound protein. Tm shift relative to glycine control, % at 25 µM. hit rate 2.5% among 340,000. AID 1259313, 2017;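 active = melting temperature shift of at least 10% of the positive control shift, at one fixed dose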
# MPTP inh = mitochondrial permeability transition pore inhibitors, primary screen, biochemical, isolated mouse mitochondria, absorbance; inhibition, % at 10 µM; Ca2+ swelling absorbance, 30 min; hit rate 1.4% among 360,000;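 active = inhibition of 50% or more, scaled per plate between neutral and stimulator controls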;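 note: 0% = DMSO wells given calcium and 100% = 1 mM EGTA wells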
# APJ antag = antagonists of human apelin receptor APJ, primary screen, CHO-K1 cells, beta-arrestin complementation, luminescence. P35414. inhibition, % at 20 µM. hit rate 0.32% among 330,000;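 active = inhibition above about 40% at 20 µM, limit read from the data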;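 note: cells challenged with 10 nM apelin-13 agonist together with compound; plate controls were apelin-13 plus DMSO wells for no effect and DMSO wells lacking apelin-13 for full effect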
# NLRP3 yeast inh = NALP3 inflammasome inhibitors in reconstituted yeast, primary screen, luminescence, uHTS; Yeast reconstituted NLRP3/ASC/caspase-1, beta-gal luminescence, 24 h; inhibition, % at 10 µM; hit rate 0.39% among 330,000; AID 2825, 2010;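 active = inhibition of 50% or more; inactive = inhibition below 50%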;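 note: plate controls were induced DMSO wells for no effect and uninduced yeast grown without galactose for full effect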
# MIN6 prolif = inducers of MIN6 beta-cell proliferation, primary screen, ATP luminescence, uHTS; proliferation, % at 10 µM; hit rate 0.29% among 330,000; MIN6 cells proliferation, ATPlite luminescence, 48 h; cells starved in 0.2% serum; 100% = growth in 10% serum; AID 2380, 2010;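 active = compounds whose signal lies at least 3.5 SD above the mean of all wells on their plate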;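 note: 0% = DMSO-treated cells in low-serum medium and 100% = 10% serum control; some compounds called inactive have numbers as strong as hits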
# TIM10 inh = growth inhibitors of isogenic TIM10 control yeast, primary screen, counter-screen for tim10-1 yeast inhibitor project, luminescence, uHTS | S. cerevisiae TIM10 strain growth, BacTiter-Glo luminescence, 24 h | inhibition, % at 10 µM | hit rate 1.4% among 330,000;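 active = inhibition of 40% or more at the single tested concentration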;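 note: wild-type TIM10 isogenic control strain grown at permissive 25 °C; 0% = DMSO yeast wells and 100% = minimal medium wells without yeast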
# tim10-1 inh = growth inhibitors of tim10-1 mutant yeast, primary screen, luminescence, uHTS; S. cerevisiae tim10-1 ts strain growth, BacTiter-Glo, 24 h; inhibition, % at 20 µM; hit rate 2.2% among 330,000;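 active = inhibition of at least 40%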;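 note: mutant grown at 25 °C; 0% = DMSO wells with yeast and 100% = wells holding no yeast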
# The depositor's hits bear a star; x = not tested or not shown.
SMILES	APJ antag	NR3A LBD binder	MIN6 prolif	tim23-1 inh	MPTP inh	tim10-1 inh	TIM10 inh	NLRP3 yeast inh	APJ agonist
CCNC(=S)NS(=O)(=O)c1ccc(C)cc1	28	5	-2	3	0.3	-7	3	0	-5
CC1CCOC(c2coc3ccccc3c2=O)O1 (stereo unspecified)	-1	-2	-2	5	-1.0	10	-2	16	1
CCCn1nc(NS(=O)(=O)c2ccc(F)cc2)c2cc3ccccc3nc21	23	-8	1	25	1.0	16	0	9	0
C/C=C/c1ccc(OCC(O)CN(C)Cc2ccc(SC)cc2)c(OC)c1 (stereo unspecified)	9	1	-7	20	2.3	25	24	31	-2
COc1ccc(NC2CCCN(C(=O)CSc3ccccn3)C2)cc1OC (stereo unspecified)	-21	-2	-2	11	1.1	9	5	8	8
C/C(=N\NC(=O)c1ccc(NS(=O)(=O)c2cccs2)cc1)c1ccccc1	11	-2	-2	12	-1.6	7	-3	-4	-3
CCCOc1ccc(C(=O)CCNc2cccc(Cl)c2)cc1	-4	-29	-3	5	0.8	-4	-15	3	-2
COc1ccc2[nH]c3c(c2c1)CCN1C(=O)C(CC(=O)NCC24CC5CC(CC(C5)C2)C4)C[C@H](C(=O)N2CCCCC2)[C@@]31C (stereo partly specified)	x	-4	x	30	2.1	14	-3	x	x
Cc1cc(=O)n2[nH]cnc2n1	-1	-3	-3	-3	-0.1	-14	-12	-9	-2
OC(CN(c1ccccc1)c1ccccc1)Cn1cnc2ccccc21 (stereo unspecified)	-5	-25	-2	33	-0.7	25	7	14	0
COC(=O)CSc1nc(N)c2c3c(sc2n1)CCCC3	-5	1	-5	29	-0.2	10	8	12	3
O=C(Oc1coc(CSc2ncccn2)cc1=O)c1ccccc1[N+](=O)[O-]	-7	1	-2	62*	0.3	39	59*	0	-3
O=c1c(-c2ccccc2)[n+]([O-])c2ccccc2n1O	-16	2	6	-13	0.5	11	-15	15	1
CN(C)S(=O)(=O)c1ccc(NC(=O)CN2CCc3ccccc32)cc1	-12	1	-2	13	2.3	5	-10	5	-2
CCN(CC)C(=O)Oc1ccc(Br)cc1C(=O)Nc1ccc(F)cc1F	-4	-3	-1	29	3.4	24	13	23	0
O=C(c1ccc(Br)cc1)N1CCC2(CC1)NCCc1[nH]cnc12	1	-3	-1	-8	-1.0	-6	-1	-4	-2
CC(C)(C)c1ccc(C2(C)NC(=O)N(CC(=O)NC3CCS(=O)(=O)C3)C2=O)cc1 (stereo unspecified)	-12	1	6	-9	-0.7	7	-7	-3	-2
COc1cc(OC)cc(-n2nnnc2SCC(=O)N2CCCc3ccccc32)c1	3	0	3	36	0.0	8	11	21	-2
NC(=O)C(C(=O)/C=C/c1ccc(Cl)cc1)=C1SCCS1	14	-2	-2	8	1.0	4	-8	5	1
COc1ccc(/C=C2\SC(N3CCc4ccccc4C3)=NC2=O)cc1	8	12*	0	65*	4.4	55*	53*	25	-1
COC(=O)C1=C(C)OC(N)=C(C#N)C1c1ccsc1 (stereo unspecified)	7	-1	-2	5	-0.4	3	4	15	-4
O=C(CNC(=O)OCc1ccccc1)Oc1cc2oc(=O)cc(-c3ccccc3)c2cc1Cl	12	-1	4	54*	7.5	-30	-15	-19	0
O=C(Nc1cccc(O)c1)c1cc(S(=O)(=O)N2CCCC2)ccc1Cl	12	0	-3	6	-2.4	-2	-8	10	3
CN(C)CCN(C(=O)c1ccc(S(=O)(=O)N(C)CC2CCCO2)cc1)c1nc2cc3c(cc2s1)OCO3 (stereo unspecified)	-56	1	-3	12	-0.1	30	16	16	6
O=C(Cc1cccs1)NCc1cn2ccccc2n1	-1	-2	-1	7	-1.6	-3	-4	19	-6

# Single values from the list:
# In MPTP inh, `COc1cc(OC)cc(-n2nnnc2SCC(=O)N2CCCc3ccccc32)c1` is entered as 0.0
# In tim23-1 inh, `CN(C)CCN(C(=O)c1ccc(S(=O)(=O)N(C)CC2CCCO2)cc1)c1nc2cc3c(cc2s1)OCO3` (stereo unspecified) is entered as 12

# 3 entries from above, arranged by their value in NR3A LBD binder, falling:
SMILES | APJ antag | NR3A LBD binder | MPTP inh | NLRP3 yeast inh
COc1cc(OC)cc(-n2nnnc2SCC(=O)N2CCCc3ccccc32)c1 | 3 | 0 | 0.0 | 21
COC(=O)C1=C(C)OC(N)=C(C#N)C1c1ccsc1 (stereo unspecified) | 7 | -1 | -0.4 | 15
NC(=O)C(C(=O)/C=C/c1ccc(Cl)cc1)=C1SCCS1 | 14 | -2 | 1.0 | 5

# Additional records:
SMILES	APJ antag	NR3A LBD binder	MIN6 prolif	tim23-1 inh	MPTP inh	tim10-1 inh	TIM10 inh	NLRP3 yeast inh	APJ agonist
CC(=O)c1cc(CN2C(=O)CCC2=O)cs1	8	1	2	-8	0.7	-9	-1	-2	1
COC(=O)c1ccccc1NC(=O)CSc1n[nH]c(C)n1	-7	0	-2	2	-9.0	3	-6	5	-6
Cn1c(=O)n(C)c2cc(/C=N/NC(=O)c3cccc(Br)c3)ccc21	5	-12	-2	-17	-0.4	7	-11	5	3
O=S(=O)(NCc1cccnc1)c1ccc(Cl)cc1	-10	0	-3	-10	0.3	1	2	18	0
N#C/C(=C/c1ccccc1)C(=O)NCc1ccccc1	0	1	-2	31	-3.5	32	23	14	1
COc1cc(CNC(=O)CCCC(=O)c2ccccc2)cc(OC)c1OC	9	2	-5	2	-0.4	-6	-1	14	-2
O=C(C1CC1)N1CCN=C1SCc1ccccc1	12	0	3	16	-0.7	19	7	-14	-5
COC(=O)CC1C(=O)NCCN1C(=O)OC(C)(C)C (stereo unspecified)	1	1	-3	9	-1.4	4	-6	1	-3
Fc1ccc(-c2cc3nc4c(c(N5CCOCC5)n3n2)CCCC4)cc1	1	2	-1	43	3.3	32	10	28	7
COc1ccc(S(=O)(=O)NC(C)C(=O)Nc2ccc3c(c2)OCCO3)cc1OC (stereo unspecified)	47*	-4	-3	-8	0.0	3	0	21	-4
O=C(c1ccc(Br)cc1)c1coc2ccc(O)cc12	4	-2	-2	33	3.5	24	21	42	0
Cc1cccc(OC(C)C(=O)Nc2nccs2)c1 (stereo unspecified)	10	-1	3	10	-1.5	12	7	-1	-8
CCOC(=O)c1nnn(-c2nonc2N)c1COc1c(C=O)cccc1OC	9	2	-4	42	-0.4	32	23	5	-2
O=C(Nc1ccc(F)cc1)c1cc(-c2ccncc2)nc2c(Cl)cccc12	6	0	-5	30	3.2	30	12	3	13
COc1ccccc1CCc1nnc(CCC(=O)NCCOc2cccnc2)o1	3	0	0	-4	0.7	4	11	3	-3
CCCCCC(=O)OC(CN1CCCCCC1)CN1CCCC1=O (stereo unspecified)	5	-1	-3	-8	0.6	-5	13	1	-4
O=C(Cn1nnc(-c2ccccc2)n1)NNC(=O)c1ccco1	18	0	-3	1	0.3	-9	-16	12	-2
COC(=O)CSc1nnc(CNC(=O)Cc2ccccc2)n1C	-2	-3	0	1	-0.9	2	-10	3	-3
Cc1ccc(NC(=S)N(CCCN2CCC(C)CC2)Cc2ccco2)cc1	12	-1	2	13	-1.5	7	-22	16	-2
COC(=O)c1[nH]c2cccc(Cl)c2c1NC(=O)CN1CCCCC1C (stereo unspecified)	-8	2	0	4	-0.4	3	5	-1	3
Cc1ccc(S(=O)(=O)N2CCCCC2)cc1C(=O)Nc1ccc2cn[nH]c2c1	12	0	0	-1	-0.8	11	-11	0	-4
COc1ccccc1NC(=O)CSc1nnc(C)n1CCc1ccccc1	-21	0	-1	10	-0.8	0	2	22	0
CCN(CC)CCCNC(=O)CCc1ccccc1	16	0	1	2	-2.7	-5	-13	17	1
O=C(CCNS(=O)(=O)c1ccc(Cl)cc1)OCC(=O)c1ccc[nH]1	-20	3	-3	4	-0.2	8	-19	20	1
CCOc1ccc(Cl)cc1Nc1nc(NCCO)nc(N2CCCC2)n1	-8	0	-1	33	-0.7	15	12	0	-3
Cc1ccc2c(c1)nnn2C1CCN(C(=O)NC23CC4CC(CC(C4)C2)C3)CC1	3	x	-4	3	x	11	-11	0	-4
Cc1ccc(NC(=O)CCC(=O)N2CCC(c3ccccc3)=N2)cc1S(=O)(=O)N1CCCCC1	-43	0	-2	-10	-0.8	-15	-10	16	5
Cc1ccc(CNC(=O)CCS(=O)(=O)c2cc3c(cc2Cl)NC(=O)CO3)cc1	16	-1	-2	-21	-2.5	1	-6	1	5
CN(C)CCNC(=O)c1ccccc1-c1cc2ccccc2c(=O)o1	7	0	0	2	-1.2	-11	2	-21	-2
COc1ccccc1NC(=O)/C=C/C(N)=O	10	4	-5	13	-0.1	36	25	24	-4
Cc1c(NC(=O)OCCNC(=O)COc2c(Cl)cccc2Cl)sc(=S)n1C	17	2	3	-4	0.6	17	6	8	0
CNC(=O)CSc1nnc(-c2ccccn2)n1Cc1ccco1	2	-1	-2	5	-1.2	21	-1	-7	-1
CCOC(=O)N1CCC(NC(=O)Cn2ncc3ccccc32)CC1	2	-2	-1	6	1.0	1	-3	-6	1
CSc1nc2ccccc2cc1/C=C(\C#N)c1ccc(Cl)cc1Cl	14	1	-2	3	9.0	5	-3	7	-5
O=C(Nc1ccccc1F)N(CCCN1CCOCC1)Cc1cc2cc3c(cc2[nH]c1=O)OCCO3	5	-1	-2	19	-7.6	30	10	24	-3
CCC(C)(C)NC(=O)CN(Cc1ccc2c(c1)OCO2)C(=O)CCC(=O)Nc1cc(C)ccn1	7	-1	-1	22	-0.7	14	-5	3	2
Cn1c(=O)[nH]c(=O)c2c1nc(N1CCCCCC1)n2CCN1CCCCCC1	-19	0	0	-3	-1.7	18	-20	3	-4
COc1cc(CC(=O)N2CCN(C(=O)C3CCCO3)CC2)cc(OC)c1OC (stereo unspecified)	-2	2	-3	-3	-1.5	-13	-6	4	-1
C=CCn1c(C(C)NC(=O)C(C)(C)C)nc2ccccc21 (stereo unspecified)	4	-4	0	-4	-0.8	15	9	8	6
Cn1c(N)c(S(=O)(=O)N2CCN(Cc3ccccc3)CC2)c(=O)n(C)c1=O	-7	2	-2	7	-0.4	1	2	9	-3
CCOc1ccc(-n2c(Cc3ccccc3)nnc2SCc2c(C)noc2C)cc1	-2	-2	4	21	-5.5	19	10	11	-2
Cc1ccc(C)c(OCCC(=O)OCC(=O)Nc2cc(S(=O)(=O)N3CCOCC3)ccc2C)c1	21	-1	3	5	-1.4	8	14	2	9
CC(C)(C)OC(=O)N/N=C\C=C\c1ccc2c(c1)OCO2	-2	1	1	23	1.6	17	26	-8	-4
CSc1cccc(-c2nnc(NC(=O)c3cccc(N4C(=O)CCC4=O)c3)o2)c1	7	-4	-4	-4	0.4	4	-14	7	0
CCc1ccc2oc(=O)cc(CN3CCN(c4ccc(F)cc4)CC3)c2c1	-10	-5	-4	30	0.8	22	13	18	-3
Cc1c(C(=O)Oc2cccc3ccccc23)cnn1-c1ccccc1	-6	0	-2	9	-1.3	7	11	29	-2
Cc1ccccc1-n1c(SCc2csc(Nc3ccccc3)n2)nnc1-c1cccnc1	-11	-6	0	27	0.7	29	19	4	-4
CCc1ccc(NC(=O)c2cnc(N3CCN(c4ccccn4)CC3)c3ccccc23)cc1	-31	1	1	36	0.8	32	34	23	2

# High-throughput results from PubChem BioAssay.
